Bioassay records as filed in PubChem.
JMJD2E inh = blocks human JMJD2E demethylase activity | JMJD2E catalytic domain, FDH-coupled NADH fluorescence (FDH is formaldehyde dehydrogenase) | AID 2147 | Potency, µM (highest dose often 57.1 µM), for the others: top-dose activity change, negative = inhibition, usual class: inhibitors | actives 1.6% (n = 230,000); active = well fitted inhibition curve with a large enough effect, not every such curve was filed as active; inconclusive = small, poorly fitted or top-dose-only effect, or another doubt; inactive = no such curve, though single readings can be large or run the other way;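 also: 0% = wells with enzyme and -100% = buffer wells without enzyme; nearly all actives have a fitted effect of over 50% in size; many of its hits are not listed in these tables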
RGS12 GoLoco inh = inhibitors of human Gai1-RGS12 GoLoco interaction (red fluorophore) | Gai1:RGS12 GoLoco peptide FP, rhodamine, 10 min | actives 0.44% (n = 230,000) | AID 880 | Potency, µM (highest dose often 61.6 µM), without a hit: at the highest dose activity, negative = inhibition, hits mostly inhibitors | P63096; active = well fitted inhibition curve with a large enough effect, not every such curve was filed as active; inactive = no such curve, though single readings can be large or run the other way; also: % is scaled to controls: 0 for no effect and ±100 for the full control effect; nearly all actives have a fitted effect of over 30% in size; many of its hits are not listed in these tables
ALDH1A1 block = inhibitors of human aldehyde dehydrogenase 1A1. P00352. Purified ALDH1A1, NADH fluorescence, propionaldehyde substrate. Potency, µM (doses to about 75.3 µM), for inactives: at the highest dose activity, negative = inhibition, most hits filed as inhibitors. actives 7.3% (n = 220,000). AID 1030; active = well fitted inhibition curve with a large enough effect, not every such curve was filed as active; inconclusive = small, poorly fitted or top-dose-only effect, or another doubt; inactive = no such curve, though single readings can be large or run the other way;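 also: plate controls were no enzyme wells and a reference inhibitor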
Target sequence (P00352 whole entry, looked up): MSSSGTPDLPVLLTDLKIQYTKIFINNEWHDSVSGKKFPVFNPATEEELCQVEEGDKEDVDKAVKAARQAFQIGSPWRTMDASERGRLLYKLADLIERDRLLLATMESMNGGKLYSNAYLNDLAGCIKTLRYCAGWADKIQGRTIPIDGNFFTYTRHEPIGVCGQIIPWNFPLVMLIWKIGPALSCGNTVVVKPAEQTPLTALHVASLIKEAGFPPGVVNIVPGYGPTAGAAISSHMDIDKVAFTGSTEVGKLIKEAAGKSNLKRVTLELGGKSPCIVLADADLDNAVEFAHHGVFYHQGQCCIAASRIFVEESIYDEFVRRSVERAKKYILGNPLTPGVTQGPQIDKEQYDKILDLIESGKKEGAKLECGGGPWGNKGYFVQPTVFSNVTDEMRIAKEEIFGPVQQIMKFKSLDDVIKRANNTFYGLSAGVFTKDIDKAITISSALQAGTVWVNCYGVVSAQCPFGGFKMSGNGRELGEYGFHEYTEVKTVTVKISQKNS
Lamin A splicing = LMNA splicing modulation | actives 0.01% (n = 200,000) | Potency, µM (doses to about 46.1 µM), inactives show at the highest dose ratio change, negative = inhibition, hits mostly inhibitors | HeLa LMNA splicing GFP/RFP minigene ratio, 48 h; active = well fitted inhibition curve with a large enough effect in the signal ratio, with a control signal flat, not every such curve was filed as active; inconclusive = small, poorly fitted or top-dose-only effect, or effect the other way, or a change in a side signal; the % refers to the signal ratio; also: % is scaled to controls: 0 for no effect and ±100 for the full control effect
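S3 HeLa stable clones carrying a lamin A-EGFP splicing minigene plus DsRed2 were seeded at 600 cells/well in Opti-MEM with 2% FBS, pin-dosed and incubated 48 h at 37°C. Acumen cytometry (488 nm) gave the GFP/RFP total-intensity ratio.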
TR SRC2 fluor cs = counter-screen for TRb-SRC2 inhibitors: fluorescence interference; TRb/SRC2 Texas Red total fluorescence interference; Potency, µM (doses to about 106 µM), for inactives: at the top dose fluorescence change, negative = quenching; actives 0.29% (n = 280,000); AID 1479; active = well fitted curve in either direction with a large enough effect; inconclusive = small, poorly fitted or top-dose-only effect; also: % is scaled to controls: 0 for no effect and ±100 for the full control effect
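Human TRβ ligand-binding domain (0.6 uM) and Texas Red SRC2 peptide (20 nM) in Tris buffer with 1 uM T3 and 5% DMSO were incubated with pinned compound for 5 hr at ambient temperature. Total fluorescence was computed as S + 2P (555/632 nm).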
TRb SRC2 PPI = inhibitors of human thyroid hormone receptor beta-SRC2 interaction | AID 1469 | actives 0.065% (n = 280,000) | Potency, µM (highest dose often 106 µM), for inactives: at the highest dose activity change, negative = inhibition, usual class: inhibitors | TRbeta-SRC2 peptide binding, fluorescence polarization; receptor liganded with 1 µM T3 | P10828;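 also: plate controls were bound peptide for no effect and peptide without receptor for full effect; nearly all actives have a fitted effect of over 50% in size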
Target sequence (P10828 whole entry, looked up): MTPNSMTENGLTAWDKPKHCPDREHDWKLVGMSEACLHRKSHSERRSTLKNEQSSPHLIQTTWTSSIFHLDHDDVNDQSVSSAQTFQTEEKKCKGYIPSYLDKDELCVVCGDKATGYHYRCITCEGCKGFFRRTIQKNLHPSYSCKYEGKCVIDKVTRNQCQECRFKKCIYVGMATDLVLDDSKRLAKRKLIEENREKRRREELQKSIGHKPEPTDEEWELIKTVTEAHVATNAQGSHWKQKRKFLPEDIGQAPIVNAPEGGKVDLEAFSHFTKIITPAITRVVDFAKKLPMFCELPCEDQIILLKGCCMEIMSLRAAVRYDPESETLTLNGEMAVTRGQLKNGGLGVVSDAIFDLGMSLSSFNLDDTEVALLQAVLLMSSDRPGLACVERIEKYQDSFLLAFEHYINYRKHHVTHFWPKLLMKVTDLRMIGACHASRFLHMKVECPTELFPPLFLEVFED
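Each compound concentration gave % activity, normalized to unbound and bound Texas Red SRC2 controls, from polarization read after 5 hr ambient incubation with T3-loaded human TRb LBD.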
SMN2 splice up = SMN2 splice variant enhancement | HEK293 SMN2-luciferase splicing reporter, luminescence, 30-36 h | Potency, µM (top dose mostly 46.1 µM), inactives show at the top dose activity change, positive = activation, usual class: activators | actives 2.8% (n = 210,000) | AID 1458; also: % of control where 0% means no effect; nearly all actives have a fitted effect of over 55% in size
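qHTS luciferase splicing reporter: luminescence rises when SMN2 exon 7 is included in transfected HEK293 cells. Compound exposure lasted 30-36 h at 37C, with 4.5 mM final sodium butyrate as control, followed by a ONE-Glo read.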
RECQ1 helicase = RECQ1 (human) helicase inhibition. RECQ1 DNA unwinding, red fluorescence kinetic read. Potency, µM (titrated, usually from 57.3 µM), inactives show at the top dose activity, negative = inhibition, most hits filed as inhibitors. actives 0.54% (n = 240,000). AID 2549;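 also: plate controls were vehicle for no effect and no enzyme for full effect; nearly all actives have a fitted effect of over 30% in size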
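RECQ1T1 50 nM; forked duplex (20 bp + 30-nt ss tails) 200 nM, ATP 2 mM final; pH 8.0, 2 mM MgCl2, 2.5 ug/ml poly(dI-dC); 15 min compound preincubation; discontinuous kinetic read over 2 h at RT.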
Numbers without * were called inactive; i = inactive; u = inconclusive; x = not tested or not shown; & = joins results of further samples; [ ] = remark or other dose. Unless noted, calls follow the shape of the dose curve; as a rule, active = well fitted curve in the direction sought with a large enough effect; inconclusive = small, poorly fitted or top-dose-only effect, or another doubt; inactive = no such curve, though single readings can be large; an effect the other way counts as inactive or inconclusive. Potency is read from the fitted curve at half-maximal effect. Only part of the results is shown; the hit share may differ from the screen's.

SMILES	JMJD2E inh	RGS12 GoLoco inh	ALDH1A1 block	Lamin A splicing	TR SRC2 fluor cs	TRb SRC2 PPI	SMN2 splice up	RECQ1 helicase
Fc1ccc(NC(=S)N2CCc3[nH]c4ccccc4c3C2)cc1	-6%	9%	10%	x	-6%	-1%	x	-12%
CCCn1c(=C(C#N)C#N)s/c(=C2\C=Cc3ccccc3N2CC)c1=O	6%	8%	10%	11%	0%	-1%	-11%	-9%
CCOc1cc(C(=S)N2CCCC2)ccc1OCC(=O)Nc1c(C)cc(C)cc1C	1%	-1%	-12%	-5%	-1%	3%	-23%	0%
C[C@]12CCC3c4ccc(OC(=O)c5ccccc5)cc4CCC3C1CCC2=O (stereo partly drawn)	3%	0%	-2%	u	3%	2%	-9%	-7%
Cn1c(=O)n(C)c2cc(NS(=O)(=O)c3ccc(Cl)s3)ccc21	-1%	-2%	9%	u	-1%	-2%	-16%	i
O=C(Cn1c(C(=O)NCCCN2CCOCC2)cc2sccc21)c1ccccc1	8%	8%	3%	6%	2%	7%	-19%	-1%
CN1CCN(CCCNC(=O)c2ccc3c(c2)N(Cc2ccccc2)CCS3)CC1	u	6%	u	0%	-4%	0%	-3%	-11%
COc1ccc(CCn2c(C(C)C)nc3c(c(=O)c4ccccc4n3C)c2=O)cc1	-4%	15%	9%	u	-5%	-3%	-16%	-4%
CCOc1cc(CNCCO)c(Cl)cc1OCC(=O)NCCc1ccccc1	0%	2%	1%	-2%	0%	-8%	0%	13%
COc1ccc(NC(=S)Nc2ccccc2F)c(OC)c1	3%	3%	10%	4%	-1%	-5%	9%	4%
CC(C)CCn1c(S(=O)(=O)O)nc2ccccc21	-10%	-1%	8%	11%[0.0737 µM]	1%	-4%	5%	i
CCCCn1c(SCC(N)=O)nc2ccc(N3CCOCC3)cc2c1=O	u	-6%	u	2%	0%	-2%	-13%	0%
CC1(C)CC2CC(C)(CN2/C=C2/CCCCC2=O)C1 (stereo not drawn)	u	-3%	x	x	-1%	1%	x	-4%
COc1c(S(=O)(=O)N2CCN(c3ccc(F)cc3)CC2)ccc(Cl)c1Cl	-2%	5%	-9%	u	-2%	-1%	-18%	-10%
NC(=O)c1sc(-c2ccsc2)cc1N	x	-3%	u	x	-3%	-1%	15%	i
Cc1nc2nc(SCC(=O)O)nn2c(C)c1Cc1c(F)cccc1Cl	-8%	9%	-5%	-8%[46 µM]	0%&-1%	6%&-1%	x	0%
COCCN1C(=O)c2oc3ccccc3c(=O)c2C1c1cccc(O)c1 (stereo not drawn)	0%	8%	u	-5%	-4%	4%	-7%	-3%
Cc1cccc(NC(=O)NCCc2c[nH]c3ccccc23)c1	4%	9%	-9%	-6%	-1%	8%	-30%[inhibitor]	-5%
CC(=O)N1C(=O)C(=C2C=C(C)OC(C)=C2)c2ccccc21	0%	13%	7%	6%	1%	-3%	-11%	i
CCCc1[nH]nc2c1C(/C(C)=C/c1ccccc1)C(C#N)=C(N)O2 (stereo not drawn)	0%	6%	14µM*	u	0%	-2%	-5%	-12%
CCN1CCC2(CC1)C(C#N)=C(N)Oc1c2sc2nc(C)cc(C)c12	u	82%[activator]	u	-2%	9%	14%	-12%	0%
COc1ccc(C(O)C(CC(=O)NCCCOC(C)C)C(=O)NCCCOC(C)C)cc1OC (stereo not drawn)	7%	2%	17%	1%	-4%	3%	-1%	-7%
COC(=O)Cc1n[nH]c(=O)c2ccccc12	1%	3%	0%	10%	-2%	1%	u	-5%
O=C(NCCN1CCOCC1)c1ccc2c(c1)N(Cc1c(F)cccc1Cl)C(=O)c1ccccc1S2	-5%	4%	-5%	u	-2%	5%	-16%	-3%
COC(=O)c1ccc2c(=O)[nH]c(CSc3nnc(C(F)(F)F)n3C)nc2c1	u	-6%	2%	11%	-1%[53 µM]	-2%[53 µM]	-13%	3%

Reprinted from the part before: 4 compounds; new compounds follow.
SMILES	JMJD2E inh	RGS12 GoLoco inh	ALDH1A1 block	Lamin A splicing	TR SRC2 fluor cs	TRb SRC2 PPI	SMN2 splice up	RECQ1 helicase
COc1ccc(C(O)C(CC(=O)NCCCOC(C)C)C(=O)NCCCOC(C)C)cc1OC (stereo not drawn)	7%	2%	17%	1%	-4%	3%	-1%	-7%
COC(=O)Cc1n[nH]c(=O)c2ccccc12	1%	3%	0%	10%	-2%	1%	u	-5%
O=C(NCCN1CCOCC1)c1ccc2c(c1)N(Cc1c(F)cccc1Cl)C(=O)c1ccccc1S2	-5%	4%	-5%	u	-2%	5%	-16%	-3%
COC(=O)c1ccc2c(=O)[nH]c(CSc3nnc(C(F)(F)F)n3C)nc2c1	u	-6%	2%	11%	-1%[53 µM]	-2%[53 µM]	-13%	3%
Cc1cc([N+](=O)[O-])ccc1NCc1ccc2ccccc2c1	-2%	7%	-2%	3%	0%[53 µM]	-13%[53 µM]	-18%	-4%
COc1ncc2nc(CCc3ccccc3)c(=O)n(C3CC3)c2n1	x	11%	19µM*	x	x	x	-8%	-6%
CCCNC(=O)Nc1ccc(C(F)(F)F)cc1	-9%	11%	8%	-1%[46 µM]	-2%	7%	x	i
Cc1ccc(CN2C(=NC(=O)CCC(=O)O)SC3CS(=O)(=O)CC32)cc1 (stereo not drawn)	3%	5%	x	x	-3%	-5%	x	-7%
O=C(CCN1C(=O)C2C3C=CC(C3)C2C1=O)Nc1ccc2ncccc2c1 (stereo not drawn)	u	-7%	u	19%	1%	-1%	6%	-5%
S=c1[nH]nc(NCCc2ccccc2)s1	u	14%	13µM*	-3%[46 µM]	0%	-9%	x	-8%
CC(C)(C)c1cc(CCC(=O)NNC(=O)c2ccco2)cc(C(C)(C)C)c1O	7%	-15%	2%	-17%	-2%	-2%	-12%	-8%
Cn1ccnc1SCC(=O)Nc1ccc2ccccc2c1	1%	5%	u	4%	-1%	-3%	6.3µM*	1%
O=C(CN1CCSCC1)N/N=C/c1cccc(Cl)c1	u	4%	u	x	1%	-7%	1%	i
COC(=O)CC1c2ccccc2C(Cc2ccc(OC)cc2)=C(C)N1C(=O)OC (stereo not drawn)	10%[11.4 µM]	3%[14.2 µM]	-1%[13.5 µM]	-2%[9.22 µM]	-2%[11.2 µM]	4%[11.2 µM]	-5%[9.22 µM]	-3%[11.5 µM]
COc1ccc(NC(=O)Nc2ccc(CC(=O)O)cc2)cc1	u	3%	2%	4%[46 µM]	-3%	-4%	2%	-1%
Cc1cc(OCCCn2ccnc2)cc(C)c1Cl	8%	8%	16%	1%	1%	0%	-14%	-16%
COc1ccc(C(O)P(=O)(OC(C)C)OC(C)C)c(OC)c1 (stereo not drawn)	4%	-1%	2%	x	-1%	0%	x	-4%
COC(=O)c1c(NC(C)=O)sc2c1CCCCC2	3%	2%	16µM*	13%	0%[53 µM]	4%[53 µM]	u	-5%
Clc1ccc(-c2ccc(/C=N/Nc3nncc(-c4ccccc4)n3)o2)cc1	3%	4%	1%	4%	0%	-8%	-14%	10%
O=C(CCCCCN1C(=O)CCC1=O)Nc1ccc(Cl)c(C(F)(F)F)c1	12%	14%	-3%	u	4%	-2%	0%	i
COC(=O)c1ccc2nc(-c3cccc(N)c3)cn2c1	-8%	4%	1%	x	-3%	-7%	x	-14%
COc1ccccc1N(C(=O)CNS(=O)(=O)c1ccccc1)C(C(=O)NCc1ccco1)C(C)C (stereo not drawn)	6%	-7%	-5%	2%	-7%	1%	-6%	i
CC1=C(C(N)=O)C(c2cccnc2)n2nc(SCc3ccccc3Cl)nc2N1 (stereo not drawn)	u	0%	0%	-5%	-3%	-19%	-16%	-3%
Cc1cc(C)n2nc(C(=O)N/N=C/c3ccc(O)cc3)nc2n1	-11%	19%	-8%	3%[46 µM]	-3%	11%	-3%	i
COc1cccc(C(=O)Nc2c(F)cccc2F)c1	17%	2%	1%	x	0%	-9%	x	i
CCOC(=O)c1c(C)n(-c2ccc(C)cc2)c2ccc(OCC(O)CNCC3CCCO3)cc12 (stereo not drawn)	28µM*	-3%	u	x	-2%	5%	-107%[inhibitor]	i
CCOC(=O)CSC1=NN2CCS(=O)(=O)N=C2S1	6%	6%	u	-11%[46 µM]	-4%	-15%	9%	i
CCOc1cccc(NC(=O)/C(C#N)=C/c2cccnc2)c1	-7%	7%	x	x	-5%	-2%	x	i
COc1ccc(C(=O)c2ccc(CC(=O)O)s2)cc1	-9%	10%	-11%	u	-3%	5%	-7%	-3%
O=C(Cc1cccc2ccccc12)N/N=C/c1ccc(Sc2nc3ccccc3s2)o1	-1%	13%	-2%	7%	0%	8%	-2%	-4%
Cc1nn(C)c(C)c1NC(=O)CN1CCC(O)(c2ccc3c(c2)OCO3)CC1	-2%	3%	2%	0%	1%	-8%	-2%	i
COc1ccc(CCN2C(=O)CC(N3CCOCC3)C2=O)cc1 (stereo not drawn)	3%	13%	4%	0%	-2%	-13%	8%	-3%
COCC(=O)NNS(=O)(=O)c1ccccc1[N+](=O)[O-]	8%	7%	3%	-6%	2%	-10%	3%	-3%

An excerpt from above with just SMN2 splice up, Lamin A splicing and TR SRC2 fluor cs.
Molecule	SMN2 splice up	Lamin A splicing	TR SRC2 fluor cs
CCOC(=O)c1c(C)n(-c2ccc(C)cc2)c2ccc(OCC(O)CNCC3CCCO3)cc12 (stereo not drawn)	-107%[inhibitor]	x	-2%
CCOC(=O)CSC1=NN2CCS(=O)(=O)N=C2S1	9%	-11%[46 µM]	-4%

Copied from the list:
RECQ1 helicase result of O=C(Cc1cccc2ccccc12)N/N=C/c1ccc(Sc2nc3ccccc3s2)o1 = -4%
TRb SRC2 PPI result of Clc1ccc(-c2ccc(/C=N/Nc3nncc(-c4ccccc4)n3)o2)cc1 = -8%
